Screening data from PubChem.
B2AR arrestin – agonists driving beta-arrestin recruitment to human beta2-adrenergic receptor; P07550; beta-arrestin recruitment to beta2AR, cell-based reporter; Potency, µM (series often up to 46.1 µM), for the others: at the top dose activation, actives largely listed as activators; hit rate 0.02% among 330,000;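 further: potency means the concentration at half of the fitted maximal effect; 0% = DMSO controls and full agonism = EC100 isoproterenol or metaproterenol; nearly all actives have a fitted effect of over 65% in size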
CXXC DNA block – blocks binding of human MLL CXXC domain to DNA; Q03164; MLL-CXXC / FITC-HOXA9 DNA fluorescence polarization; Potency, µM (top dose mostly 115 µM), for inactives: at the top dose activity change, negative = inhibition, usual class: inhibitors; hit rate 0.037% among 290,000; AID 2662; active means well fitted inhibition curve with a large enough effect in the polarisation, with a control signal flat, not every such curve was filed as active; inconclusive means small, poorly fitted or top-dose-only effect, or effect the other way, or a change in a side signal; inactive means no such curve, though single readings can be large or run the other way; the % refers to the polarisation; further: potency means the concentration at half of the fitted maximal effect
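Fluorescence polarization: 7 uM MLL-CXXC (stock) preincubated 5 min with compounds, then 50 nM fluorescein-HOX-A9 DNA (stock) added; 30 min ambient. Buffer 50 mM Tris-HCl pH 7.5, 50 mM NaCl, 1 mM DTT, 0.05% BSA.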
hERG WT inh – KCNH2 (human, wildtype) channel inhibition | Q12809 | U2OS, BacMam KCNH2, thallium flux FluxOr; active compounds read low | activity change, % at 1.84 µM | hit rate 0.37% among 340,000 | AID 720551;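 active means maximum activity change below -70%; inconclusive means maximum activity change between -70% and -50%; inactive means maximum activity change above -50%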; further: on the % scale 0 is the no-effect control and ±100 the full control effect
Target sequence (Q12809 whole entry, looked up): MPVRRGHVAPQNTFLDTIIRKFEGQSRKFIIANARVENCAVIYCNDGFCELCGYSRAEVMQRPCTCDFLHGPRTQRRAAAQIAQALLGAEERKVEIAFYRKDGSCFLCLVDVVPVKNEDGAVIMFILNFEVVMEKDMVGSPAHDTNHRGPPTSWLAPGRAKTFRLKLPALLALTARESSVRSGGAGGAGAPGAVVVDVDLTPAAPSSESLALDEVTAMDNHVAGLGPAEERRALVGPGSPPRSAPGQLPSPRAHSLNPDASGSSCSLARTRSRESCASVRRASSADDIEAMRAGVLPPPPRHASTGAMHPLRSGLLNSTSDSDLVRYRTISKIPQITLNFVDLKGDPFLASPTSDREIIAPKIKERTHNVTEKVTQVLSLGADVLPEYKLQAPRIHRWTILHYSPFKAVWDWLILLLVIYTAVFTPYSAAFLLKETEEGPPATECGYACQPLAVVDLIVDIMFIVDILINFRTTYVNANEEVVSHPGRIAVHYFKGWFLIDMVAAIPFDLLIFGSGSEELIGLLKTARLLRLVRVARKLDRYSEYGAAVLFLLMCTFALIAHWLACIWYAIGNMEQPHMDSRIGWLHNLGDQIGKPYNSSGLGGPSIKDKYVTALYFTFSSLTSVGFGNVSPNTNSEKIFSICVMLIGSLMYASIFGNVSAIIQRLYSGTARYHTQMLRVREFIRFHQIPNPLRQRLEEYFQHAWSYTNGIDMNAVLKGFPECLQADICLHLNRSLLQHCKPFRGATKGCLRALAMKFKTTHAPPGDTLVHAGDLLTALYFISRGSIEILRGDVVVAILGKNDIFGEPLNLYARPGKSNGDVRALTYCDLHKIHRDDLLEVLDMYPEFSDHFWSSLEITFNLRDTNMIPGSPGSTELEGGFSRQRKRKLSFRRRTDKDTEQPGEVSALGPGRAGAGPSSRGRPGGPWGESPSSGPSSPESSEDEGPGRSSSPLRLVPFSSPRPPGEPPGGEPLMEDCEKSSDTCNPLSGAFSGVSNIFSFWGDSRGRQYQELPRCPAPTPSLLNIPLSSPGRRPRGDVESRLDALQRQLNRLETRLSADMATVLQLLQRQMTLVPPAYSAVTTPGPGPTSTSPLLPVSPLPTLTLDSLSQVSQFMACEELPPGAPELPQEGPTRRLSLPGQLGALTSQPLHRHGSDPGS
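U2OS cells transduced with wild-type KCNH2 virus are loaded with FluxOr dye for 45 min, and thallium flux is measured in kinetic reads before and after stimulation buffer. Rate constants are normalized to DMSO controls.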
GALK inhibitor – galactokinase (human) inhibition; P51570; Purified GALK, Kinase-Glo residual ATP luminescence; Potency, µM (doses to about 57.5 µM), for inactives: at the highest dose activity change, negative = inhibition, hits mostly inhibitors; hit rate 0.007% among 270,000; AID 1868; further: potency means the concentration at half of the fitted maximal effect; on the % scale 0 is the no-effect control and ±100 the full control effect
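5 nM enzyme, 35 uM ATP, 100 uM galactose, 20 mM HEPES pH8.0, 5 mM MgCl2; 1 h RT; residual ATP by Kinase-Glo Plus luminescence, qHTS format.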
KCNH2 3.1 block – KCNH2 3.1 (human) potassium channel inhibition | U2OS KCNH2 3.1, thallium flux FluxOr; active compounds read low | hit rate 0.95% among 340,000 | activity change, % (tested at about 1.8 µM) | AID 720553;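 active means maximum activity change below -70%; inconclusive means maximum activity change from -70% to -50%; inactive means maximum activity change above -50%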;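 further: thallium influx rate constant from kinetic fluorescence after stimulation buffer; on the % scale 0 is the no-effect control and ±100 the full control effect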
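Measured as rate of thallium-driven FluxOr signal in transduced U2OS cells carrying the 3.1 channel, read kinetically for 2 min upon stimulation; values are rate constants scaled to DMSO control wells.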
Coupling enz – counter-screen for Giardia aldolase inhibitors: coupling enzyme system; activity change, negative = inhibition, % at 58.2 µM, hits read low; hit rate 0.67% among 290,000; AID 2472; coupling enzyme system counterscreen, AmpLite Red fluorescence; in the data active means activity change below about -30%; further: on the % scale 0 is the no-effect control and ±100 the full control effect
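Final compound at 57.5 uM, incubated 10 min at RT with coupling enzyme reagent (glyceraldehyde-3-phosphate), then 20 min with substrate and AmpLite Red detection. Fluorescence read at 525/598 nm; tests interference with the coupling assay, not aldolase inhibition.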
Menin MLL FP TR – inhibitors of human menin-MLL interaction, mutant MLL peptide; Menin + Texas Red MLL mutant peptide, fluorescence polarization; Potency, µM (titrated, usually from 61.6 µM), for inactives: at the top dose FP activity change, negative = inhibition, most hits filed as inhibitors; hit rate 0.23% among 270,000; AID 1768; active means well fitted inhibition curve with a large enough effect in the polarisation, with a control signal flat, not every such curve was filed as active; inconclusive means small, poorly fitted or top-dose-only effect, or effect the other way, or a change in a side signal; inactive means no such curve, though single readings can be large or run the other way; the % refers to the polarisation; further: potency means the concentration at half of the fitted maximal effect; % of control where 0% means no effect; many of its hits are not listed in these tables
Giardia kill – kills Giardia lamblia; hit rate 0.15% among 340,000; activity change, % at 7.66 µM, hits read low; Giardia lamblia trophozoite viability; in the data active means activity change below about -80%; inconclusive means between about -30% and that limit;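 further: parasites exposed to compound for two days anaerobically before the ATP read; on the % scale 0 is the no-effect control and ±100 the full control effect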
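Media and compound were dispensed first, then trophozoites at 100 cells/well; plates sat 48 hrs at 37 deg C without oxygen before ATP luminescence reagent was added and read after 15-30 min at room temperature.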
TRPV1 ag – human TRPV1 agonism. TRPV1-expressing cells, Fluo-8 calcium influx, agonist mode. activation, % at 8.33 µM. hit rate 0.19% among 320,000. AID 540275; in the data active means activation above about 80%; inconclusive means between about 30% and that limit; further: 0% is about no effect
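Fluo-8 calcium influx in TRPV1-expressing cells, kinetic read (ex 480/em 520 nm). Compound added and read 3 min for agonist activity, followed by capsaicin at EC20 final and 2 min further read for enhancement.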
USP2a inh – blocks human ubiquitin-specific protease USP2a | Potency, µM (series often up to 38.3 µM), inactives show top-dose activity change, negative = inhibition, actives largely listed as inhibitors | USP2 core, Ub-CHOP2 coupled fluorogenic reporter, 485/531 | O75604 | hit rate 0.01% among 330,000;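 further: potency means the concentration at half of the fitted maximal effect; plate controls were DMSO wells for no effect and full inhibition by NEM control for full effect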
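USP2 core (10nM final) preincubated 30min RT with compound in 20mM Tris-HCl pH 8.0, 2mM CaCl2, 2mM beta-mercaptoethanol, 0.05% CHAPS; 25nM Ub-CHOP2 plus 25nM reporter substrate added, fluorescence (Ex485/Em531) read after 60min.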
PKM2 act – activators of human pyruvate kinase M2; P14618; purified PKM2, Kinase-Glo ATP luminescence, activation; response scale: 0% is enzyme alone, no compound; Potency, µM (top dose mostly 57.5 µM), without a hit: top-dose activation, actives largely listed as activators; hit rate 0.34% among 260,000; further: potency means the concentration at half of the fitted maximal effect; on the % scale 0 is the no-effect control and ±100 the full control effect; nearly all actives have a fitted effect of over 55% in size
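ATP formation by purified human PK-M2, quantified via coupled luciferase luminescence after 1 h at room temperature with 0.1 mM ADP and 0.5 mM PEP final.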
* hit, by the source's call; i = inactive; ? = inconclusive; nt = no result given; & = joins results of further samples; [ ] = dose if it differs, or a comment. Unless noted, the call rests on the fitted dose curve; in most records, active means well fitted curve in the direction sought with a large enough effect; inconclusive means small, poorly fitted or top-dose-only effect, or another doubt; inactive means no such curve, though single readings can be large; an effect the other way counts as inactive or inconclusive. An excerpt; the hit share may differ from the screen's.

# | mol | B2AR arrestin | CXXC DNA block | hERG WT inh | GALK inhibitor | KCNH2 3.1 block | Coupling enz | Menin MLL FP TR | Giardia kill | TRPV1 ag | USP2a inh | PKM2 act
1 | COc1cc(/C=N/NC(=O)c2ccc(CN3c4cccc5cccc(c45)S3(=O)=O)cc2)cc(OC)c1O | -0.8% | 16% | -2 | 1% | -26 | 1 | ? | -1 | 19 | 1% | 0%
2 | COc1ccc(NC(C)C(=O)N/N=C/c2ccccc2OCc2ccc(Br)cc2)cc1 (stereo not given) | -0.9% | 11% | 1 | 0% | 0 | 1 | 24% | 11 | 6 | -4% | 14%
3 | O=S(=O)(c1ccc2ccccc2c1)N(CC(O)CN1CCOCC1)c1ccccc1 (stereo not given) | -0.5% | 19% | 6 | -1% | -14 | 3 | -11% | 21 | 0 | 2% | -3%
4 | COc1ccccc1N(CC(=O)NCc1ccc2c(c1)OCO2)C(=O)CCC(=O)Nc1nccs1 | 0.3% | 31% | 5 | -2% | 7 | 0 | -4% | 0 | -3 | 3% | 5%
5 | Cc1[nH]nc2c1C(c1ccsc1)C1=C(CC(C)(C)CC1=O)N2 (stereo not given) | 0.1% | -2% | -1 | -2% | 7 | 0 | 14% | -6 | 0 | 5% | 0%
6 | COc1ccc(OC)c(-c2nnc3n2N=C(c2ccc(OC)c(OC)c2)CS3)c1 | -0.1%&-0.2% | nt | nt | nt | nt | 1 | ? | -4 | nt | 5%&-1% | nt
7 | COc1cccc(C(=O)Nc2ccccc2NC(=O)c2cccc(OC)c2)c1 | -0.5% | -7% | -4 | 4% | 9 | 2 | 43%[activator] | 0 | 2 | 3% | -11%
8 | CC[C@@H](Nc1ncnc2c1oc1ccccc12)C(=O)O | -0.1% | -8% | 2 | -1% | 6 | 5 | nt | 16 | -1 | 1% | -3%
9 | COc1cc(OC)cc(-c2c(-c3ccc(F)cc3)c3cc(-c4ccc5cc[nH]c5c4)ccc3n2C)c1 | 0.0% | nt | 7 | nt | 5 | nt | nt | -1 | -2 | 1% | nt
10 | Cc1cc(C)n(-c2ccc(C(=O)N3CC(C)OC(C)C3)cc2)n1 (stereo not given) | 0.4% | 0% | -11 | -6% | 11 | 3 | -19% | 10 | 3 | -1% | -8%
11 | O=C(NCCN1CCOCC1)c1ccc2ccccc2c1 | -1.5% | 15% | -8 | -1% | 2 | 0 | 0% | 3 | 13 | 2% | -5%
12 | Cc1ccc(C(C)NC(=O)C2CCCC2)cc1C (stereo not given) | 3.7% | 5% | 5 | -3% | -9 | 0 | -3% | ? | 11 | 2% | 9%
13 | COc1ccccc1NC(=O)CSc1nnc(COc2ccccc2C)o1 | -0.6% | -11% | 6 | -1% | 32 | -1 | nt | -10 | 9 | -4% | nt
14 | CC1CN(C(=O)COC(=O)c2cc(=O)c3ccccc3o2)CC(C)O1 (stereo not given) | 0.0% | 6% | 20 | 0% | 5 | 2 | 4% | -7 | -6 | 2% | nt
15 | O=C(Nc1ccn(Cc2ccccc2)n1)c1ccc(F)cc1 | 0.0% | 8% | 9 | -3% | -4 | 0 | -1% | -8 | ? | 9% | 7%
16 | CCN(CC)Cc1c(C(=O)N/N=C/c2ccncc2)nnn1-c1nonc1N | -0.3% | 1% | -2 | -2% | 26 | 1 | 14% | 6 | -1 | 1% | 2%[11.5 µM]
17 | O=[N+]([O-])c1ccc(F)cc1Oc1nc(-c2cccnc2)nc2ccccc12 | 0.1% | 19% | 3 | 5% | 7 | 1 | -5% | 16 | 27 | 4% | 0%
18 | O=C(c1ccc(S(=O)(=O)NCc2ccco2)cc1)N1CCN(c2ccccc2)CC1 | -0.3% | nt | 5 | nt | -22 | nt | nt | -12 | nt | -1% | nt
19 | O=c1cnnc(Nc2ccc(F)cc2)[nH]1 | 0.0% | -8% | i | 2% | 6 | 3 | -5% | -14 | -2 | 3% | 3%
20 | Cc1ccc(-c2[nH]nc3c2C(c2ccc(OC(=O)N4CCOCC4)cc2)C(C#N)=C(N)O3)cc1 (stereo not given) | -2.0% | 14% | 14 | 0% | 6 | 6 | -16% | -19 | -4 | -6% | 1%
21 | O=C(CN1C(=O)c2cccnc2C1=O)c1ccccc1 | 0.0% | 0% | -7 | -1% | 2 | 2 | -6% | 2 | -2 | 0% | 1%
22 | CC(C)Cc1cc(CN2CCC(CO)(Cc3cccc(C(F)(F)F)c3)CC2)[nH]n1 | 0.0% | 2% | -105* | 0% | -83* | 2 | 2% | 10 | 2 | 0% | -5%
23 | O=C(Nc1ccc2c(c1)CCC2)C1COc2ccccc2O1 (stereo not given) | -0.2% | -1% | -5 | 0% | -10 | -7 | -6% | -12 | 2 | 2% | -25%
24 | CCC(C)NC(=O)c1c(-c2cc(Cl)c(OC)c(Cl)c2)noc1C (stereo not given) | -0.2% | 8% | -19 | nt | 9 | 3 | 4% | 15 | 10 | 0% | -1%
25 | COC(=O)c1nc(N)sc1-c1ccc(Cl)cc1 | -0.1% | 5% | 12 | 13% | -4 | 1 | 0% | 26 | -3 | 1% | ?
26 | COc1ccccc1C(=O)NC(=O)COC(=O)C1CC1 | 2.2% | nt | -3 | nt | -6 | nt | nt | 2 | 0 | 0% | nt
27 | CC(=O)Nc1nnc(SCC(=O)NC(C)(C)C)s1 | -0.2% | -9% | 6 | 2% | 7 | 1 | 0% | 8 | -3 | -2% | -13%
28 | COc1ccc(NC(=S)N(Cc2cccnc2)Cc2cc3cc(OC)c(OC)cc3[nH]c2=O)cc1 | -0.6% | 24% | nt | -1% | 24 | 1 | 11% | ? | -6 | 2% | 6%
29 | O=C(c1cc2ccccn2n1)N1CCN(Cc2ccccc2)CC1 | 0.0% | 4% | 10 | 2% | 2 | 0 | -8% | -1 | ? | 4% | -10%
30 | CC(C)C1N=C2c3ccccc3N=C(SCC(=O)NCCc3ccc(S(N)(=O)=O)cc3)N2C1=O (stereo not given) | -0.9% | 1% | 0 | 0% | -3 | -3 | -13% | -2 | 3 | -1% | -9%
31 | COc1cc(-c2nnc(SCC(=O)NC3CCCC3)n2C)cc(OC)c1O | -0.7% | 3% | -8 | -1% | 15 | 2 | nt | 6 | 0 | 0% | nt
32 | CN1CCN(CC(O)Cn2c3ccccc3c3ccccc32)CC1 (stereo not given) | 0.2% | -2% | -2 | 4% | -7 | -2 | ? | 4 | 5 | 1% | nt
33 | CC1CCN(C(=O)c2ccc(CS(=O)(=O)Cc3ccccc3)cc2)CC1 | -0.6% | ? | 0 | 4% | 4 | 2 | 0% | -16 | 3 | -2% | -14%
34 | Cc1cc(OCC(=O)Nc2ccc(S(=O)(=O)N3CCN(C)CC3)cc2)ccc1Cl | 1.1% | 9% | 10 | -3% | -10 | 2 | 18% | -1 | 5 | -3% | -18%
35 | CC(=O)Nc1ccc(/C=C2\CCc3ccccc3C2=O)cc1 | -0.6% | ? | 3 | 0% | -4 | -1 | 1% | -11 | 5 | 0% | nt
36 | O=C(CNC(=O)c1ccc(Br)o1)OCC(=O)c1cccc([N+](=O)[O-])c1 | -0.2% | 0% | 14 | 0% | 12 | 3 | 12% | -8 | -4 | -4% | ?
37 | CC(C)C(NC(=O)C12CC3CC(CC(C3)C1)C2)C(=O)O (stereo not given) | -0.1% | 7% | 2 | -3% | -4 | 11 | -4% | 5 | -4 | -1% | -7%
38 | CC(NC(=O)c1ccc(F)cc1)C(=O)NC1=NCCS1 (stereo not given) | -0.1% | 3% | 7 | 1% | 6 | 3 | 2% | -13 | 3 | -1% | 1%
39 | CCN(CC)C1CCN(C(=O)c2ccc3nc(Cc4ccc(OC)cc4)oc3c2)C1 (stereo not given) | 4.6% | -9% | 9 | nt | 3 | 1 | -17% | 24 | -1 | 3% | 3%
40 | Nc1nnc(SCC(=O)Nc2cc(S(=O)(=O)N3CCOCC3)ccc2Cl)s1 | -1.0% | 2% | -5 | 8% | 0 | 7 | -6% | -8 | 1 | -5% | 6%
41 | O=C(O)c1cc2nc(-c3cccs3)cc(C(F)(F)F)n2n1 | -0.1% | -26% | -5 | 3% | -8 | -2 | 0% | -16 | -1 | -19% | 0%
42 | N#CCCN(C(=O)COC(=O)C1=NNC(=O)CC1)c1ccccc1 | -0.2% | nt | -9 | nt | -21 | nt | nt | -8 | 0 | 1% | nt
43 | COc1ccc(N2CC(O)(c3ccc(C)cc3)[N+]3=C2CCCC3)cc1 (stereo not given) | 0.4% | 6% | 2 | 3% | -3 | 1 | -8% | -12 | 2 | 3% | -6%
44 | N#CC1=C(SCC(=O)Nc2ccc(C(=O)O)cc2)NC(=O)CC1c1ccco1 (stereo not given) | -1.3% | -9% | -3 | nt | -7 | 5 | nt | -10 | 0 | 0% | 4%
